Assay outcomes as filed in PubChem BioAssay.
ABCB6 inh MLPCN = ABCB6 transporter inhibitors, primary screen, K562-ABCB6 cells, flow cytometry, MLPCN library | ATP-binding cassette sub-family B member 6 (Homo sapiens), Q9NP58 | K562-ABCB6 porphyrin accumulation, 1 h; stronger effect = lower value | fluorescence ratio to DMSO, % at 10 µM | 360,000 compounds, 0.19% hits | AID 602162, 2011;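 active = fluorescence ratio to DMSO below 75%, the collection mean minus 3 SD; inconclusive = too few cells collected in the well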;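 also: signal is porphyrin accumulated inside mitochondria; 100% equals median channel fluorescence of DMSO control wells; lower ratio means ABCB6 inhibition with less porphyrin fluorescence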
MC4R ag barr = MC4R agonists recruiting beta-arrestin, primary screen, cell-based, luminescence, agonist arm of biased-ligand search | Melanocortin receptor 4 (Homo sapiens), P32245 | U2OS MC4R beta-arrestin complementation; percent of melanotan II response, DMSO zero | activation, % at 8.9 µM | 360,000 compounds, 0.98% hits | AID 540308, 2011;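 active = activation above a per-plate cutoff, the mean activation of sample wells on that plate plus 3 SD, cut at about 8% in these data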
Target sequence (P32245 whole entry, looked up): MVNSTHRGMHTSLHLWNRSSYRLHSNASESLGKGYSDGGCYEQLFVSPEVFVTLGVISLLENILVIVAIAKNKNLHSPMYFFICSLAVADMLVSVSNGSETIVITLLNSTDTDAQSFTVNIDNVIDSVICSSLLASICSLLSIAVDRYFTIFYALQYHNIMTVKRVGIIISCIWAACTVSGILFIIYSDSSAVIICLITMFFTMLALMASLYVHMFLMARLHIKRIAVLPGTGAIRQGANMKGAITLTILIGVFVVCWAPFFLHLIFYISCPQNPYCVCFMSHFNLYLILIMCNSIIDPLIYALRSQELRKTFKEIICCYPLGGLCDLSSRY
H9c2 protect = cardioprotection against H2O2-induced cell death, primary screen, uHTS, H9c2 cells, ATPLite luminescence. H9c2 cardiomyocytes, H2O2 injury protection, 2 h. protection from H2O2 cell death, % at 20 µM. 360,000 compounds, 0.63% hits. AID 588492, 2011;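 active = compounds giving at least 50% protection of heart cells from peroxide-induced death in the single-dose screen, raw or plate-pattern-corrected value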;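 also: 0% = DMSO wells with peroxide and 100% = DMSO wells without peroxide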
aDG glyco act = activators of alpha-DG glycosylation, primary screen, uHTS, Pro5-aDG cells, AlphaScreen | activation, % at 10 µM | AID 624168, 2012 | alpha-DG glycosylation AlphaScreen (IIH6); 0% Pro5, 100% B10-LARGE cell signal | 360,000 compounds, 0.22% hits;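 active = activation of at least 8% versus controls, or a plate z-score of at least 8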;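 also: Pro5 are CHO cells carrying HIG-tagged alpha-DG that lacks glycosylation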
Glyco luc inh = increase of ERlucT glycosylation luciferase signal, primary screen, N-linked glycosylation inhibitor project, D54 ERlucT cells, luminescence, set 2; D54 ERlucT glycosylation luciferase reporter, 24 h; percent of 100 nM tunicamycin response; 360,000 compounds, 0.23% hits; reporter increase, % at 12.5 µM;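 active = mean luciferase reporter signal, scaled so untreated is 0 and the glycosylation-blocking control 100, at or above a set limit in every replicate; inconclusive = mean reaches the limit but not every replicate does; inactive = mean below the limit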;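 also: luciferase carries N-glycosylation sites so blocking glycosylation raises the light; 0% = median of neutral control wells and 100% = median of 100 nM tunicamycin wells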
m5-HT2A agonist = mouse Htr2a agonists via beta-arrestin recruitment, primary screen, cell-based, luminescence; 5-hydroxytryptamine receptor 2A (Mus musculus), P35363; CHO-K1 mHTR2A beta-arrestin complementation; percent of 30 µM serotonin response; activation, % at 7.6 µM; 360,000 compounds, 0.66% hits;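 active = activation above a run cutoff, the mean activation of all tested compounds plus 3 SD, cut at about 14% in these data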;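 also: 0% = plate median of compound wells and 100% = 30 µM serotonin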
Target sequence (P35363 whole entry, looked up): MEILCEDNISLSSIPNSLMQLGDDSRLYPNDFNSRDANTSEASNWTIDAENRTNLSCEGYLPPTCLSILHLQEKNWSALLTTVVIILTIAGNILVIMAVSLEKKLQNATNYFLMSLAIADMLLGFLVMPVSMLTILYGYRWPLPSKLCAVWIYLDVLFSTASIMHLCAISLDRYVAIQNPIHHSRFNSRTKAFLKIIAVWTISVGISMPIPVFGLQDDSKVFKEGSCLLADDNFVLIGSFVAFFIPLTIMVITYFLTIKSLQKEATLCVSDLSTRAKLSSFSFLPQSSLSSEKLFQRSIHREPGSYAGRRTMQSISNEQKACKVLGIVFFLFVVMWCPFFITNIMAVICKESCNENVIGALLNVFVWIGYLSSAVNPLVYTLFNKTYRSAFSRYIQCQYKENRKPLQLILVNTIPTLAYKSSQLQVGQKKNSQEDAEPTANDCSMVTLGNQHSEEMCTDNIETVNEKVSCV
PDI turbidity = inhibitors of human PDI, primary screen, biochemical, turbidity, single point, plate reader | AID 588391, 2011 | inhibition, % at 10 µM | PDI insulin aggregation turbidity, A650, 90 min | 350,000 compounds, 0.052% hits | Protein disulfide-isomerase (Homo sapiens), P07237;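 active = mean inhibition across replicates of 30% or more, whatever share of single replicates reach that level; inconclusive = mean inhibition below 30% while every single replicate reaches 30%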;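 also: absorbance from insulin aggregation driven by PDI reduction with DTT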
CaV13 ICDI inh = Disruptors of the CACNA1D IQ motif to Ca2+-dependent inactivation inhibitor domain association, primary screening, Förster resonance energy transfer in intact living … | inhibition, % at 12.3 µM | 340,000 compounds, 0.098% hits | AID 743397 | HEK cells, CFP/YFP FRET ICDI-IQ, plate reader, 10 min; percent FRET-ratio fall versus neutral wells;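 active = mean replicate inhibition of at least 30% and at least 1% of replicates passing that level; inconclusive = only one of the two criteria is met; inactive = neither criterion is met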;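 also: 0% = median of the neutral control wells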
Vif imaging = HIV Vif self-association inhibitors, primary screen, imaging, HEK293T, single point | inhibition, % at 7.49 µM | AID 602346, 2012 | 340,000 compounds, 0.35% hits | HEK293T cells, Vif self-association by quenched fluorescence, 24 h; in the data active = inhibition above about 50%, passing the limit was not always enough; inconclusive = no clear call, values can overlap the other calls; inactive = below about 31%; also: some results filed as inactive read as strong as hits
MC4R antagonist = MC4R antagonists of cAMP signaling, primary screen, cell-based, TR-FRET, antagonist arm of biased-ligand search. AID 540295, 2011. inhibition, % at 6.5 µM. Melanocortin receptor 4 (Homo sapiens), P32245. MC4R-expressing cells, MTII-stimulated cAMP, LANCE TR-FRET. 360,000 compounds, 0.48% hits;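 active = inhibition above its plate's cutoff, the mean of tested wells on that plate plus 3 SD, cut at about 29% in these data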;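 also: 0% = Melanotan II alone and 100% = Melanotan II plus saturating MCL0020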
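Test system: U2OS cells stably expressing human melanocortin 4 receptor (MC4R); also added: Melanotan II challenge; compound: 6.5 µM single dose; timing: 30-min compound preincubation, 1-h Melanotan II challenge, 1-h detection, room temperature; signal: Eu-cAMP/anti-cAMP TR-FRET, emission 671 nm; repeats: one well per compound, no replicates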
An asterisk follows results filed as active; ? = inconclusive; . = no result given.

1) CC(C)[C@H](NS(=O)(=O)c1ccccc1)C(=O)OCC(=O)Nc1cccc(S(N)(=O)=O)c1
2) CC(C)N(Cc1ccccc1)C(=S)NC(=O)C1(C)CC1(Cl)Cl (configuration not stated)
3) O=C(CN1CCN(c2ccccc2O)CC1)NCCCc1ccccc1
4) CCOc1ccccc1-n1c(SCC(=O)N2CCCC2)nnc1-c1ccoc1C
5) COC(=O)c1cc(OC)c(OC)cc1NC(=S)N1CCN(C)CC1
6) O=C(NCc1ccncc1)Nc1ccc(Cl)cc1Cl
7) NC(N)=N/N=C(\N=Nc1ccccc1)c1cccc2cccnc12
8) O=C(Nc1ccccn1)C(F)(F)C(F)(F)C(F)(F)C(F)(F)C(=O)Nc1ccccn1

Screen / compound no.	1	2	3	4	5	6	7	8
ABCB6 inh MLPCN	99	100	96	95	97	82	99	97
MC4R ag barr	-0.7	-2.4	-2.1	-0.9	-3.2	-2.6	0.9	-1.0
H9c2 protect	-4	12	10	-4	0	3	8	-3
aDG glyco act	-0.1	0.2	-0.2	-0.2	-0.2	0.3	0.1	-0.2
Glyco luc inh	1	0	-2	-1	1	-3	6	1
m5-HT2A agonist	0	-4	-2	1	-2	-3	-10	2
PDI turbidity	-11	3	0	7	-5	4	-22	8
CaV13 ICDI inh	-14	-4	-2	-1	-5	.	-4	-2
Vif imaging	-2	2	0	3	-7	0	5	-1
MC4R antagonist	20	17	-5	11	-4	0	-11	3

9) CCOc1ccc(-c2cc(C)n3nc(C(N)=O)cc3n2)cc1
10) COc1ccc(NC(=O)CSc2nnc(-c3ccccn3)n2Cc2ccco2)cc1OC
11) Cc1cccc(NC(=O)c2ccc3c(c2)C(=O)N(c2ccccc2C)C3=O)n1
12) O=C(CNC1CCCCCC1)Nc1ccc(S(=O)(=O)NC2CC2)cc1
13) C/C(=N\Nc1cc(-c2ccccc2)nc(-c2ccccc2)n1)c1ccc(O)c(C)c1
14) Cc1ccccc1NC(=O)c1onc2c1CCCC2
15) Cc1nnc(SCCn2c(N3CCC(C)CC3)nc3c2c(=O)[nH]c(=O)n3C)s1
16) O=c1[nH]c(SCc2ccc(F)cc2Cl)nc2ccccc12

Screen / compound no.	9	10	11	12	13	14	15	16
ABCB6 inh MLPCN	107	88	100	100	92	96	91	76
MC4R ag barr	-2.9	-2.2	1.3	0.5	-3.8	-1.1	-0.7	10*
H9c2 protect	10	8	-3	-3	-19	-24	3	-3
aDG glyco act	0.4	0.1	-0.2	0.1	-0.3	-0.1	0.4	0.5
Glyco luc inh	-4	-2	1	0	7	-2	-2	-3
m5-HT2A agonist	1	2	-2	-3	0	0	6	-2
PDI turbidity	6	-1	10	5	-3	2	4	-4
CaV13 ICDI inh	-1	-6	-6	.	-5	-5	-4	-3
Vif imaging	-3	3	-3	-1	2	-10	14	7
MC4R antagonist	2	3	6	22	7	3	-7	-7

17) CC(C)[C@H](NC(=O)c1ccco1)C(=O)OCC(=O)N1CCc2ccccc21
18) Cn1c(=O)[nH]c(=O)c2c1nc(N1CCOCC1)n2CCN1CCOCC1
19) CC(C)(C)c1ccc(Cn2ccc(-c3ccc4c(c3)OCO4)n2)cc1
20) Cc1ccc2c(c1)N(CC(=O)NCCc1ccc(Cl)cc1)C(=O)c1cccnc1O2
21) N/C(=N\OC(=O)c1ccc2c(c1)OCO2)c1cccc([N+](=O)[O-])c1
22) N#CNC(=Nc1ccc(F)cc1)SCc1ccccc1
23) CC(C(=O)NC(=O)NC1CCCCC1)N1CCN(C(c2ccccc2)c2ccccc2)CC1 (configuration not stated)
24) Cn1nc(C(=O)OCC(=O)Nc2sccc2C(N)=O)c2ccccc2c1=O

Screen / compound no.	17	18	19	20	21	22	23	24
ABCB6 inh MLPCN	93	96	97	101	121	101	73*	99
MC4R ag barr	-1.4	-1.7	0.3	-0.8	-1.4	-0.4	-1.6	-1.7
H9c2 protect	-4	1	-14	20	-31	0	-5	0
aDG glyco act	0.4	0.0	0.1	-0.1	1.3	0.0	0.6	0.1
Glyco luc inh	0	2	3	-7	-2	1	-2	0
m5-HT2A agonist	-2	6	1	-4	-5	1	-2	-1
PDI turbidity	-3	14	-13	.	12	2	3	3
CaV13 ICDI inh	-4	.	-4	-10	-5	-1	-3	-3
Vif imaging	-14	6	8	2	5	2	-1	1
MC4R antagonist	6	7	-4	-2	-5	-1	1	5

25) Cc1cc(C)cc(NC(=O)Oc2ccccc2N2CCCCC2)c1
26) CCOC(=O)C1CCN(C(=O)CC(NS(=O)(=O)c2ccc(OC)cc2)C(C)C)CC1 (configuration not stated)
27) COc1ccc(C(=O)CSc2nc(C(C)(C)C)nc3ccccc23)cc1
28) Cc1cc(C)c[n+](C(C)C(=O)c2ccc(Cl)cc2)c1 (configuration not stated)
29) Cc1ccc(S(=O)(=O)N2CCCN(C(=O)c3ccc(-n4nccc4C)cc3)CC2)cc1
30) CCOC(=O)CSc1nc(=O)n2cccc(C)c2n1
31) COc1cc(C2C3C(=O)N(c4ccccc4)C(=O)C3ON2c2ccccc2)ccc1O (configuration not stated)
32) COc1cc(NC(=O)c2cc([N+](=O)[O-])ccc2NC(=O)CNC2CCCCC2C)cc(OC)c1 (configuration not stated)

Screen / compound no.	25	26	27	28	29	30	31	32
ABCB6 inh MLPCN	93	104	94	123	97	95	93	97
MC4R ag barr	-1.3	-0.4	-1.3	3.2	-2.6	4.3	-1.2	0.4
H9c2 protect	-3	2	-12	-2	3	1	8	-3
aDG glyco act	0.1	-0.1	1.5	0.1	0.0	1.3	0.0	-0.3
Glyco luc inh	0	1	-1	0	1	0	1	-4
m5-HT2A agonist	4	7	2	4	-8	1	-5	-10
PDI turbidity	9	-4	1	-4	14	-8	-4	-7
CaV13 ICDI inh	-19	.	23	-19	-6	-5	-5	-7
Vif imaging	-1	-1	-18	4	-1	4	.	-9
MC4R antagonist	-2	12	0	0	-2	3	0	10

Next part (2 carried over from the part before).
31) COc1cc(C2C3C(=O)N(c4ccccc4)C(=O)C3ON2c2ccccc2)ccc1O (configuration not stated)
32) COc1cc(NC(=O)c2cc([N+](=O)[O-])ccc2NC(=O)CNC2CCCCC2C)cc(OC)c1 (configuration not stated)
33) O=c1c(Sc2ccccc2)c(C(F)(F)F)[nH]n1-c1ccccc1
34) CC(Sc1ncccn1)C(=O)N1CCc2ccccc21 (configuration not stated)
35) CCOC(=O)C(/C(C)=N/NC(=O)C1CC1c1ccccc1)C(C)C (configuration not stated)
36) O=C(CC(=O)N/N=C/c1ccc(F)cc1)N/N=C/c1ccc(F)cc1
37) COc1ccc(-c2nn(CCC#N)cc2C=C(C#N)C#N)cc1
38) Cc1cc(-c2nnc(SCC(=O)Nc3ccc(C)c(C)c3)n2N)n[nH]1
39) Cc1ccc(Cn2nnc(C(=O)Nc3cccc(C)c3C)c2N)cc1
40) COc1ccc(CCNC(=O)C(=O)NCc2ccccc2C)cc1OC

Screen / compound no.	31	32	33	34	35	36	37	38	39	40
ABCB6 inh MLPCN	93	97	97	98	88	94	97	95	104	100
MC4R ag barr	-1.2	0.4	1.9	-3.4	0.9	0.6	-1.4	-4.4	-0.4	-0.6
H9c2 protect	8	-3	-10	2	-4	-3	3	8	-12	-2
aDG glyco act	0.0	-0.3	0.1	0.0	-0.1	-0.1	0.0	0.0	0.0	0.4
Glyco luc inh	1	-4	-2	0	-1	2	0	2	1	3
m5-HT2A agonist	-5	-10	0	6	-3	-1	-1	-2	-4	-2
PDI turbidity	-4	-7	1	5	-3	-1	-1	-3	-13	-5
CaV13 ICDI inh	-5	-7	.	-2	-3	-4	-2	-7	-5	-2
Vif imaging	.	-9	-11	-6	-4	-6	-5	2	-1	-7
MC4R antagonist	0	10	1	5	-3	11	11	12	-4	7

Entries above that bear a hit mark in ABCB6 inh MLPCN.
cpd	SMILES	ABCB6 inh MLPCN	MC4R ag barr	aDG glyco act	Glyco luc inh	m5-HT2A agonist	PDI turbidity	CaV13 ICDI inh	Vif imaging	MC4R antagonist
23	CC(C(=O)NC(=O)NC1CCCCC1)N1CCN(C(c2ccccc2)c2ccccc2)CC1 (configuration not stated)	73*	-1.6	0.6	-2	-2	3	-3	-1	1

Continued.
41) CC(=O)N(CN1C(=O)C2CC=CCC2C1=O)c1cccc(Cl)c1 (configuration not stated)
42) c1ccc(-c2csc(-c3cccnc3)n2)cc1
43) O=[N+]([O-])c1ccc(N/N=C/c2cn(-c3ccccc3)nc2-c2ccccc2)cc1
44) Cn1nc(Oc2ncc(C(F)(F)F)cc2Cl)cc1C(F)(F)F
45) CN1CCCCc2c1nc1c(c2N)CCCC1

Screen / compound no.	41	42	43	44	45
ABCB6 inh MLPCN	90	98	179	98	96
MC4R ag barr	-0.8	0.7	1.6	0.8	-2.6
H9c2 protect	13	-6	-24	3	3
aDG glyco act	0.1	-0.1	-0.6	-0.5	0.1
Glyco luc inh	2	-1	-11	-1	-1
m5-HT2A agonist	-4	1	3	1	-1
PDI turbidity	8	-3	12	2	0
CaV13 ICDI inh	-5	-3	.	-5	-5
Vif imaging	?	0	15	-1	1
MC4R antagonist	-7	9	2	-2	-2

Values in list order from the entries so far.
MC4R ag barr, compounds 18 to 21, in order: -1.7, 0.3, -0.8, -1.4
